SKN-1 inh: inhibitors of C. elegans SKN-1; C. elegans VP596 Pgst-4::GFP/RFP ratio, acrylamide-induced, 24 h; inhibition, % at 21.8 µM; hit rate 0.49% among 360,000;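 active = interference check ratio from 0.5 to 1.5 plus GFP to RFP signal ratio inhibition reaching or exceeding a fixed threshold, cut at about 30% in these data, passing the limit was not always enough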; note: some compounds called inactive have numbers as strong as hits
Rin1 Abl inh: human Rin1-Abl interaction inhibition; TR-FRET Rin1/Abl binding, biochemical; inhibition, % at 7.35 µM; hit rate 0.4% among 360,000; in the data active = inhibition above about 5%, passing the limit was not always enough
Neddylation inh: inhibitors of human cullin neddylation; P61081+Q13564; TR-FRET cullin neddylation, biochemical; calls only at 25 µM; hit rate 0.58% among 360,000; AID 651699; in the data active = inhibition above about 36%
MT1-MMP act inh: inhibitors of human MT1-MMP activation; P50281; HT1080 RFP-PRO-GFP cells, GFP/RFP ratio fluorescence, overnight; percent of plate control window, DMSO zero; GFP/RFP ratio change, % at 20 µM; hit rate 0.061% among 360,000;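 active = GFP/RFP ratio change of at least 30% with cell ATP level not reduced by more than half and red fluorescence within 50% of control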; note: strong numbers were not always called active
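Material – HT1080 RFP-PRO-GFP cells · Control set – DMSO wells and RFP-L50D-GFP cells · Incubation – overnight cell settling, then overnight compound exposure, 37 °C, 5% CO2 · Compound dosing – single-point 20 µM compound, 1% DMSO · Read-out – GFP/RFP fluorescence ratio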
MLLE-PAM2 inh: blocks PAM2 peptide binding to the PABP1 MLLE domain | AID 588489 | GST-MLLE / FITC-PAM2 fluorescence polarization | inhibition, % at 20 µM | hit rate 0.36% among 360,000; in the data active = inhibition above about 35%, passing the limit was not always enough;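 note: plate controls were DMSO wells with GST-MLLE for no effect and wells lacking GST-MLLE protein for full effect; some results filed as inactive read as strong as hits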
Target sequence (P11940 whole entry, looked up, the tested form may be a part): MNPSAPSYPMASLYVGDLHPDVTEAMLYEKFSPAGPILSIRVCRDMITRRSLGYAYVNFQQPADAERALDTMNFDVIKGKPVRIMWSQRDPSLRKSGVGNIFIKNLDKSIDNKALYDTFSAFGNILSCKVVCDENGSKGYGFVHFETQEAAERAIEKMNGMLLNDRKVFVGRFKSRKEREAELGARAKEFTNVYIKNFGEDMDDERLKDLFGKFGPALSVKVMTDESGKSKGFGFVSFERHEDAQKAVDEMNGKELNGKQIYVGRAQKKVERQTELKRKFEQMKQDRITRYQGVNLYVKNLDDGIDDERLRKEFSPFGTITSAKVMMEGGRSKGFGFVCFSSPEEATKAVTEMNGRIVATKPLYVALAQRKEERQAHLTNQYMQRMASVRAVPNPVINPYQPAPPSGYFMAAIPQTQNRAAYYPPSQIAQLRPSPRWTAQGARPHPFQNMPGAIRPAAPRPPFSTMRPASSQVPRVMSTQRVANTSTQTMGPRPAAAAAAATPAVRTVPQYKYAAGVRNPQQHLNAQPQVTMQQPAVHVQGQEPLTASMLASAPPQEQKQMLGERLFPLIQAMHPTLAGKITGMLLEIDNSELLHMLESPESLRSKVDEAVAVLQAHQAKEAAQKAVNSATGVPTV
FAS TE block: inhibitors of human fatty acid synthase thioesterase domain | P49327 | recombinant FAS-TE, OMFH fluorogenic substrate, fluorescence endpoint | inhibition, % at 15 µM | hit rate 0.67% among 360,000 | AID 602261;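 active = compounds whose normalised, plate-corrected inhibition of enzyme fluorescence in the single-dose primary screen is 50% or more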;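 note: 0% = DMSO with enzyme and 100% = substrate without enzyme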
E coli Lon inh: inhibitors of E. coli Lon protease; purified E. coli Lon protease, fluorescence polarization; inhibition, % at 7.94 µM; hit rate 0.42% among 360,000; in the data active = inhibition above about 13%, passing the limit was not always enough;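 note: 0% = enzyme with probe and DMSO and 100% = no enzyme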
NRP1-CendR mod: alters CendR peptide binding to human NRP-1. inhibition, % at 25 µM. hit rate 0.85% among 360,000. FAM-RPARPAR peptide binding to NRP-1, fluorescence polarization;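 active = inhibition or corrected inhibition above about 18%, plus a signal ratio from 0.5 to 1.5, limit read from the data, passing the limit was not always enough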; note: strong numbers were not always called active
bovine MsrA act: bovine methionine sulfoxide reductase A activation; purified bovine MsrA, absorbance read-out; activation, % at 10.6 µM; hit rate 0.3% among 360,000; in the data active = activation above about 7.5%;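 note: 0% = vehicle and 100% = reference activator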
* hit, by the source's call; i = inactive; / = not tested or not shown.

SMILES | SKN-1 inh | Rin1 Abl inh | Neddylation inh | MT1-MMP act inh | MLLE-PAM2 inh | FAS TE block | E coli Lon inh | NRP1-CendR mod | bovine MsrA act
S=C(NCCSCc1ccccc1Cl)Nc1ccccc1 | 2 | 2 | i | -2 | -28 | 18 | 1 | 6 | -1
CCN1CCN(S(=O)(=O)c2ccc(Br)s2)CC1 | -15 | 0 | i | 4 | -10 | -4 | -6 | -3 | 4
CC(NC(=O)c1noc2c1CCCCC2)c1ccccc1 (centres undefined) | -12 | 2 | i | 4 | 6 | -1 | -7 | -6 | -4
COc1ccc(CCNC(=O)Nc2cccs2)c(OC)c1 | 28 | 1 | i | 1 | 14 | -3 | -13 | -12 | -2
C/C(Cn1cnc([N+](=O)[O-])n1)=N\NC(=O)c1ccc(Br)cc1 | 2 | 3 | i | 0 | 2 | -5 | -11 | -8 | -5
O=[N+]([O-])c1ccc(NCCCNS(=O)(=O)c2ccc(Cl)cc2)c(Cl)c1 | -3 | 2 | i | 1 | 10 | 17 | -4 | 17 | 3
COc1cccc(CN2CCN(C(=O)C3CCC(=O)N(C4CCCC4)C3)CC2)c1 (centres undefined) | 8 | -2 | i | -5 | -9 | -6 | 5 | 18 | 4
O=C(COC(=O)Cc1c(F)cccc1Cl)NC(=O)Nc1ccccc1F | 5 | 4 | i | -1 | -1 | 6 | -6 | 16 | -4
O=C(O)c1ccc(-c2ccccc2C(F)(F)F)o1 | 3 | 4 | i | 2 | 16 | -4 | -3 | 5 | -3
Oc1ccc2c(c1)c1ccccc1c1ncccc21 | 9 | 0 | i | 7 | 10 | 10 | -2 | 11 | -1
O=c1[nH]c(CN2CCN(c3ccccc3O)CC2)nc2ccccc12 | 4 | 1 | i | -1 | 4 | -2 | -2 | 6 | 1
O=C1OC/C(=C(/O)c2ccc(Cl)cc2)C1=O | 13 | -2 | i | 0 | 3 | -4 | 1 | 6 | -2
CCCCOCCCNC(=O)c1ccc2c(c1)OCO2 | 14 | -1 | i | 1 | 4 | -4 | -9 | -3 | 4
COc1ccccc1C(=O)Nc1ccc(N2CCCCC2)cc1 | -6 | -2 | i | 1 | -25 | -8 | -4 | -27 | -5
Cn1cccc1CC(=O)NNC(=S)Nc1ccc(F)cc1 | -5 | -1 | i | -1 | 5 | -6 | -1 | 3 | -4

The final 4 records of the part above open the next one.
SMILES | SKN-1 inh | Rin1 Abl inh | Neddylation inh | MT1-MMP act inh | MLLE-PAM2 inh | FAS TE block | E coli Lon inh | NRP1-CendR mod | bovine MsrA act
O=C1OC/C(=C(/O)c2ccc(Cl)cc2)C1=O | 13 | -2 | i | 0 | 3 | -4 | 1 | 6 | -2
CCCCOCCCNC(=O)c1ccc2c(c1)OCO2 | 14 | -1 | i | 1 | 4 | -4 | -9 | -3 | 4
COc1ccccc1C(=O)Nc1ccc(N2CCCCC2)cc1 | -6 | -2 | i | 1 | -25 | -8 | -4 | -27 | -5
Cn1cccc1CC(=O)NNC(=S)Nc1ccc(F)cc1 | -5 | -1 | i | -1 | 5 | -6 | -1 | 3 | -4
CS(=O)(=O)Nc1ccc2c(c1)[C@H]1C[C@H](CC(=O)NCc3ccccc3)O[C@H](CO)[C@H]1O2 | -3 | 0 | i | 1 | -4 | -12 | 8 | -4 | -4
CC(=O)N1CCN(c2ccc(NC(=O)C(c3ccccc3)c3ccccc3)cc2)CC1 | -3 | 0 | i | -1 | 1 | 3 | 6 | -3 | -3
CN(C)c1nc(-c2cccnc2)nc(-c2ccc(Cl)cc2)c1C#N | 9 | 0 | i | 4 | 3 | -2 | 2 | -13 | -1
COc1cc2c(cc1OC)C(c1cccc([N+](=O)[O-])c1)NC(=O)C2 (centres undefined) | 0 | 0 | i | 1 | 11 | 25 | -3 | 14 | -9
CC1(C(=O)NC2CCCCC2)CCC(=O)N1Cc1cccnc1 (centres undefined) | -15 | -1 | i | 2 | 1 | -6 | -10 | -6 | -3
CCOC(=O)N1CCN(c2nc3ccc(C(=O)c4ccccc4)cc3n3cnnc23)CC1 | -12 | 0 | i | -4 | -17 | 20 | -4 | -11 | 0
CCOC(=O)[C@H]1[C@H]2COc3ccc(C)cc3[C@@H]2N2C(=O)c3ccc(Cl)cc3NC(=O)[C@@]12C | 7 | 4 | i | -10 | 10 | 17 | -2 | 2 | -3
Nc1ccc2nc(-c3ccccc3)cnc2c1 | -5 | -9 | i | -40 | 118 | -12 | 34* | 45 | -2
CCN(c1ccccc1)S(=O)(=O)c1ccc(Oc2ccc(C(C)=O)cc2OC)nc1 | -13 | 0 | i | 3 | -4 | 29 | -1 | 16 | -2
COc1cc(C(=O)NCCCN(C)C)ccc1OCC(=O)Nc1cccc(C(F)(F)F)c1 | -9 | 4 | i | 3 | 3 | -3 | -2 | -3 | -8
CCN1CCN(C(C(=O)NC2CCCCC2)C2CC2)CC1 (centres undefined) | 7 | 1 | i | 0 | -7 | -8 | -9 | 3 | 0
CCOC(=O)Cn1cnc2scc(-c3ccc(C)cc3)c2c1=O | 4 | -5 | i | -1 | -14 | 8 | -4 | -2 | -4
COCc1c(C(=O)NC2CCCCC2)sc2cccc(F)c12 | 11 | 2 | i | -5 | 12 | 13 | 0 | -7 | -1
C=CCn1c(CNC(=O)c2cccs2)nnc1SCc1ccc(Cl)cc1Cl | 0 | 2 | i | -6 | 15 | 5 | -6 | 3 | -9
Cc1ccccc1OCC(=O)OCC(=O)NCc1ccco1 | -2 | -2 | i | 3 | 7 | -5 | 3 | -13 | -7

Two of the compounds above, with tabs:
Compound	SKN-1 inh	Rin1 Abl inh	Neddylation inh	MT1-MMP act inh	MLLE-PAM2 inh	FAS TE block	E coli Lon inh	NRP1-CendR mod	bovine MsrA act
CC1(C(=O)NC2CCCCC2)CCC(=O)N1Cc1cccnc1 (centres undefined)	-15	-1	i	2	1	-6	-10	-6	-3
CCOC(=O)N1CCN(c2nc3ccc(C(=O)c4ccccc4)cc3n3cnnc23)CC1	-12	0	i	-4	-17	20	-4	-11	0

Record cards, from the list above. Order of values: SKN-1 inh	Rin1 Abl inh	Neddylation inh	MT1-MMP act inh	MLLE-PAM2 inh	FAS TE block	E coli Lon inh	NRP1-CendR mod	bovine MsrA act
Shown for `CC(=O)N1CCN(c2ccc(NC(=O)C(c3ccccc3)c3ccccc3)cc2)CC1` : -3	0	i	-1	1	3	6	-3	-3
Shown for `Cc1ccccc1OCC(=O)OCC(=O)NCc1ccco1` : -2	-2	i	3	7	-5	3	-13	-7
Shown for `COc1cc2c(cc1OC)C(c1cccc([N+](=O)[O-])c1)NC(=O)C2` (centres undefined) : 0	0	i	1	11	25	-3	14	-9
Shown for `C=CCn1c(CNC(=O)c2cccs2)nnc1SCc1ccc(Cl)cc1Cl` : 0	2	i	-6	15	5	-6	3	-9
Shown for `Nc1ccc2nc(-c3ccccc3)cnc2c1` : -5	-9	i	-40	118	-12	34*	45	-2

Further entries follow.
SMILES | SKN-1 inh | Rin1 Abl inh | Neddylation inh | MT1-MMP act inh | MLLE-PAM2 inh | FAS TE block | E coli Lon inh | NRP1-CendR mod | bovine MsrA act
O=C1/C(=C/c2cccnc2)CCc2c1[nH]c1ccccc21 | 23 | -4 | i | -15 | 3 | -1 | -5 | 2 | -2
Cc1cc(N2C(=O)C3C4C=CC(C4)C3C2=O)ccc1Br (centres undefined) | 19 | -4 | i | 0 | -5 | 1 | 6 | 5 | -1
CC(C)(O)C#Cc1ccc(C(=O)N2CCN(c3ccc([N+](=O)[O-])cc3)CC2)cc1 | 9 | -1 | i | 2 | 5 | 10 | -8 | -3 | 7
C=CCOC(=O)C1=C[C@H](C(C)(C)C)[C@@H](CCCO)[C@H](OCC)O1 | -7 | 1 | i | 3 | 13 | -12 | 0 | -5 | -1
CNC(=O)CS(=O)CC(=O)Nc1cc(OC(C)C)c(Cl)cc1Cl (centres undefined) | 4 | 1 | i | 3 | 22 | -4 | 10 | 10 | -4
COc1ccc(CCNC(=O)c2c(C)cc(=O)oc2C)cc1OC | -9 | -1 | i | 3 | 3 | -5 | -1 | 1 | -4
CCC(C)Sc1ccc([C@@H]2[C@@H]3C(=O)N(CC)C(=O)[C@@H]3[C@]3(C(=O)OC)CCCCN23)cc1OC (some centres undefined) | 3 | 2 | i | -5 | -5 | 10 | -3 | -4 | 2
COc1ccc(N/N=C(\C#N)C(=O)NCCc2ccc(OC)c(OC)c2)cc1 | 1 | 0 | i | 6 | 5 | 1 | 2 | 1 | -4
NS(=O)(=O)c1ccc(CCNc2ncnc3c2c(-c2ccccc2)cn3-c2ccc(F)cc2)cc1 | 18 | 2 | i | -9 | -1 | 11 | 4 | -1 | 5
O=C(COC(=O)c1cc(Br)ccc1Cl)NC1CCCC1 | -11 | 1 | i | 2 | 3 | 20 | -9 | 0 | -13
COCCN1Cc2cccc(C(=O)NCc3cccnc3)c2C1=O | 25 | 4 | i | 1 | 7 | -8 | -5 | 0 | -3
CCCCCCNC(=O)C(=O)NCCc1ccc(Cl)cc1 | 5 | -4 | i | 3 | -27 | -2 | 5 | -3 | -1
O=C(CCN1C(=O)/C(=C/c2ccccc2Cl)SC1=S)NCCc1ccc(O)cc1 | -11 | -5 | i | 5 | 11 | 29 | 5 | 7 | -3
CCNC(=O)C1(C)CCCN1C(=O)c1cc(C)on1 (centres undefined) | -20 | -7 | i | -2 | -13 | -6 | 0 | 0 | 1
Cc1ccc(-c2nc3c(c(SCC(=O)N4CCOCC4)n2)Cc2c(CO)cnc(C)c2O3)cc1 | 13 | -3 | i | 4 | 19 | -2 | 1 | -26 | -3
O=C1CCCCC1Nc1ccc(Br)cc1 (centres undefined) | -9 | -2 | i | 11 | 7 | 0 | -2 | -2 | -5
CN1CCN(c2ccc(Cl)cc2NC(=O)CC2OC(=O)c3ccccc32)CC1 (centres undefined) | -20 | 1 | i | -2 | -134 | -4 | -12 | 15 | -1
O=C(NCc1ccco1)C(c1cccnc1)N(C(=O)Cn1nnc2ccccc21)c1ccc(F)cc1 (centres undefined) | -4 | 0 | i | 5 | -1 | 1 | 3 | -2 | -2
Cc1nnc(SCC(=O)Nc2ccccc2N2CCOCC2)s1 | 16 | 6 | i | -2 | 11 | -6 | -1 | 0 | -2
CC#CC[N+](C)(C)CCCCCC | -8 | 2 | i | 2 | 7 | -2 | 11 | -1 | -11
CCCCCCC(O)(CCN1CCCCC1)c1ccccc1 (centres undefined) | 14 | 0 | i | 0 | 15 | 3 | 6 | 4 | 0
N#Cc1c(N)nc(SCc2ccncc2)c(C#N)c1-c1cccs1 | -3 | -1 | i | -39 | -18 | -12 | 0 | 3 | -3
Cc1ccc(S(=O)(=O)N2CCC(=O)N([C@H](COCc3cccc(Cl)c3)C(C)C)CC2)cc1 | 0 | / | i | 0 | / | 32 | -4 | -2 | 0
COc1ccc(C(c2nnnn2C2CCCCC2)N2CCN(C/C=C/c3ccccc3)CC2)cc1 (centres undefined) | 14 | -1 | i | -3 | 0 | 15 | 2 | 14 | -1
CN(C)S(=O)(=O)c1ccc(C(=O)NN2C(=O)NC3(CCCCC3)C2=O)cc1 | 22 | -1 | i | 2 | -1 | -12 | 5 | 4 | 1
CCOC(=O)COc1nc(OC)nc(N2CCOCC2)n1 | 14 | -1 | i | 4 | -8 | -8 | -2 | 5 | -6
